Screens deposited in PubChem by several laboratories.
Autophagy HCS – modulators of autophagy; calls only at 10 µM (by protocol); AID 463193; MEF GFP-LC3 puncta imaging; test concentration mostly 10 µM; hit rate 0.98% among 190,000;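 active = percentage of spot-positive cells more than 3 SD above its plate mean, without a fluorescence outlier flag or 80% toxicity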;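 note: spot-positive cell cutoff set from DMSO-treated cells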
bCat nuc transl – modulators of beta-catenin nuclear translocation; HeLa beta-catenin nuclear translocation, immunofluorescence imaging; nuclear translocation activity, % at 5 µM; hit rate 0.3% among 190,000; AID 1665;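 active = nuclear translocation activity above 50% at 5 µM, with a well cell count of 50 or more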;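 note: per-cell ratio of nuclear to cytoplasmic median beta-catenin stain intensity; plate controls were DMSO negative control for no effect and GSK-3 inhibitor IX positive control for full effect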
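System: HeLa cells, endogenous beta-catenin; compound dosing: 5 µM primary single dose, 0.1% DMSO, 0.02–20 µM confirmation series; incubation: 24 h compound exposure at 37°C, 5% CO2; signal: beta-catenin immunofluorescence imaging with DAPI; evaluation: % activation, nuclear-to-cytoplasmic median beta-catenin signal ratio per cell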
Yfh1-depleted yeast – mitochondrial function rescue without frataxin homolog – Friedreich's ataxia, plus single-dose screen, dose response (AID 1465). S. cerevisiae Yfh1-off respiration, WST-1 reduction, 72 h; higher fold induction means a stronger effect. fold induction at 50 µM, or EC50 in µM where a hit was titrated. hit rate 0.074% among 220,000;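 active = fold induction of absorbance versus untreated yeast above a set limit, then at least 30% activation at any dose in follow-up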;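 note: activators that raise dye reduction in frataxin-depleted yeast; strong numbers were not always called active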
Dynein transport – blocks dynein driven cargo transport along microtubules; z-score, hits read low; 3617.4 mouse cells, GR-EGFP nuclear translocation imaging; test concentration mostly 20 µM; stimulated with dexamethasone, 1 µM; stronger effect = lower value; AID 1381; hit rate 0.47% among 220,000;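 active = plate z-score of nuclear minus cytoplasmic receptor signal below a set negative limit, without overly bright fluorescence or cell loss, cut at about -3.5 in these data, passing the limit was not always enough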;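 note: z-score of nuclear minus cytoplasmic ring GR-EGFP intensity difference per well; some compounds called inactive have numbers as strong as hits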
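Also added – dexamethasone, 1.0 µM final · Buffer or medium – tet-free, stripped-serum medium · Schedule – induction 48 h, compound 1 h, agonist 30 min · Detection – formaldehyde fixation, Hoechst nuclear stain, 10x automated fluorescence imaging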
WT yeast gro inh – growth inhibition of WT yeast, mitochondrial fusion screen | inhibition, % at 10 µM | mitochondrial fusion phenotypic screen, WT strain | hit rate 2.1% among 190,000; in the data active = inhibition above about 58%; tested in S. cerevisiae
MT stabilizer – microtubule stabilizers in HeLa cells; hit rate 0.83% among 200,000; AID 2205; % tubulin-high responders, % at 10 µM; HeLa tubulin immunostaining HCS, 24 h; share of cells brighter than vehicle mean+2SD;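 active = plate Z-score above 3 for both tubulin-high and condensed-nucleus cell shares, with cell loss under 80%, at 10 µM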;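 note: anti alpha tubulin signal scored within the nucleus-defined area of each cell; some results filed as inactive read as strong as hits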
Hep lipid drop – modulators of hepatic lipid droplet formation; hit rate 0.4% among 240,000; inhibition, % at 6.5 µM; AID 1656; AML12 mouse hepatocytes, oleate lipid droplets, BODIPY imaging;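 active = lipid droplet intensity inhibited by at least 50%, with more than 500 cells counted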
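material = mouse AML12 hepatocyte cell line, fixed after treatment | also added = 100 µM oleic acid challenge | doses = compound at 6.5 µM only | schedule = overnight exposure | technique = Image-based BODIPY and DAPI two-channel analysis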
HEK293 NOD2/NF-kB – inhibition of NOD2-driven NF-kB reporter – cell-based, luminescence, uHTS, HEK293 (AID 1566) | HEK293 NOD2/NF-kB luciferase reporter, luminescence; higher % means a stronger effect | hit rate 0.63% among 290,000 | one-dose inhibition, % at 4 µM; EC50 in µM for titrated hits; in the data active = inhibition above about 50%; note: many of its hits are not listed in these tables
Ins promoter up – MIN6 insulin promoter up-regulation; MIN6 insulin promoter-GFP reporter, high-content imaging; stronger effect = higher value; z-score at 5 µM; hit rate 0.3% among 190,000; AID 1625;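 active = z-score above 3 at 5 µM with at least 500 cells counted in the well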
WT yeast gro inh mutant strain – recorded beside WT yeast gro inh, whose call it bears; inhibition, %; mitochondrial fusion phenotypic screen, mutant strain inhibition
Dynein transport cytoplasmic EGFP – further read-out of Dynein transport, marked with its call; z-score; measured here: cytoplasmic GR-EGFP intensity; stronger effect = higher value
Dynein transport nuclear GR-EGFP – second read-out of Dynein transport, no call of its own (marks repeat the call); z-score; measured here: nuclear GR-EGFP intensity;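 lower value marks the stronger effect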
Dynein transport cell count – also measured in Dynein transport; calls as there; z-score; measured here: cell count per field
Ins promoter up cell count – recorded beside Ins promoter up, whose call it bears; cell count; measured here: cytotoxicity, nuclei count;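 total cells summed across four imaged fields per well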
Hep lipid drop cells 6.5 µM – recorded beside Hep lipid drop, whose call it bears; cell count; measured here: cell count, cytotoxicity flag;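 cells counted across two imaged fields per well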
bCat nuc transl cell count 5 µM – second read-out of bCat nuc transl, no call of its own (marks repeat the call); cell count; measured here: cell count, cytotoxicity flag
MT stabilizer Hoechst-high % – also measured in MT stabilizer; calls as there; % Hoechst-high responders; measured here: nuclear condensation Hoechst responders;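 share of cells brighter than vehicle mean plus two SD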
MT stabilizer cytotoxicity % – also measured in MT stabilizer; calls as there; toxicity, %; measured here: cytotoxicity by cell density;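 0% = mean cell density of plate MIN control wells and 100% = no cells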
Autophagy HCS cell loss 18 h – also measured in Autophagy HCS; calls as there; toxicity, %; measured here: cell loss, nuclei count;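 cell loss after 18 h compound exposure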
* hit, by the source's call; i = inactive; . = not tested or not shown. These rows are one share of the data; rates above refer to the full screens.

SMILES,bCat nuc transl,Yfh1-depleted yeast,MT stabilizer Hoechst-high %,WT yeast gro inh mutant strain,Dynein transport cell count,WT yeast gro inh,Ins promoter up,Hep lipid drop cells 6.5 µM,Dynein transport nuclear GR-EGFP,Autophagy HCS,Dynein transport,Autophagy HCS cell loss 18 h,MT stabilizer,MT stabilizer cytotoxicity %,bCat nuc transl cell count 5 µM,Dynein transport cytoplasmic EGFP,Hep lipid drop,HEK293 NOD2/NF-kB,Ins promoter up cell count
CCCNC(=O)c1cccc(COCC(F)(F)C(F)F)c1,-1.3,i,3.2,-4.6,0.0189,-8.4,0.85,686,0.337,i,0.145,-3.9,3.1,4.5,1082,-0.237,-3.1,5.3%,1901
COC(=O)c1cc(OC)c(OC)cc1NC(=O)CN1C(=O)c2ccccc2C1=O,.,i,1.3,-0.7,0.508,-2.6,.,797,0.0372,i,-0.0522,-9.7,2.7,6.0,.,-0.0713,13.5,-3.1%,.
CC(C)C(=O)NNc1ccccc1,-1.1,i,3.7,21.5,-0.182,5.6,0.41,682,-0.36,i,-0.259,-2.9,2.6,5.6,646,-0.273,-23.6,-27.8%,1360
O=C(Nc1nc(-c2ccccn2)cs1)c1ncc(Cl)c(Cl)c1Cl,-0.6,i,0.9,9.3,0.752,25.6,-0.29,.,-0.792,i,0.299,-0.3,3.6,5.7,1365,-0.159,.,13.0%,1506
Cc1ccc(Cn2nc3c(cc2=O)CCc2ccccc2-3)cc1,-4.4,i,1.7,17.3*,-0.682,73.8*,-0.06,685,0.0828,i,0.151,7.8,2.1,3.9,1090,-0.322,4.0,17.0%,1547
COc1cc(OC)cc(C(=O)N[C@H](C(=O)OCC(=O)Nc2ccc(OC)c(OC)c2)C(C)C)c1,3.5,i,4.0,7.8,0.416,-29.5,0,719,-0.276,i,-1.26,-1.6,4.4,7.4,998,-0.345,0.4,4.4%,1210
C[C@]12CC[C@@H]3c4ccc(O)cc4CC[C@H]3[C@@H]1CC[C@@H]2OC(=O)CCC(=O)O,.,i,2.1,-2.1,0.241,-3.7,.,740,0.241,i,-0.537,-0.3,3.5,2.4,.,-0.26,-2.1,11.1%,.
CCCn1c(SCC(=O)NCCc2ccccc2)nnc1-c1ccco1,-1.4,i,2.7,2.9,0.846,-11.8,0.09,737,-0.357,i,-0.211,5.4,4.1,4.1,1279,-0.185,-2.3,19.5%,1346
Cc1cccc(NC(=O)Cn2c(C)c(C#N)c3ccccc32)c1C,-3.5,i,1.8,10.9,0.561,9.7,.,.,0.0878,i,-0.0309,-23.1,2.3,5.2,1067,-0.224,.,1.3%,.
Cc1c(NC(=O)C(C)N2C(=O)c3ccccc3C2=O)c(=O)n(-c2ccccc2)n1C (stereo not drawn),.,i,2.4,-23.1,0.698,3.1,.,.,-0.376,i,-1.08,-11.0,1.9,13.1,.,-0.126,.,5.0%,.
CNC(=O)c1sc(-c2cccnc2)nc1C,0.5,i,1.4,-14.3,0.362,-5.3,-0.22,.,-0.504,i,-0.392,-4.8,1.2,4.2,1273,-0.217,.,-22.1%,1528
O=C(Nc1ccccc1)C1=C[C@H](c2ccc3c(c2)OCO3)C[C@H](OCc2ccc(CO)cc2)O1,0.7,.,0.6,-1.3,-1.78,22.9,1.55,669,1.45,i,1.72,16.9,0.8,0.4,947,-0.0644,-28.8,-23.3%,1497
COc1ccc(CC(NC(C)=O)C(=O)NC2CCN(C(=O)c3cnccn3)CC2)cc1 (stereo not drawn),0.2,i,1.3,-12.8,-0.474,12.4,0.16,.,-0.571,i,1.35,-2.5,3.0,4.8,1254,-0.231,.,10.8%,1639
Cc1ccccc1Nc1nc(N)nc(CSc2nnc(-c3ccccc3)n2C)n1,2.9,.,2.7,-2.3,1.46,8.4,-0.86,.,-0.483,i,-0.948,-0.6,3.0,10.6,1431,-0.251,.,3.0%,1216
O=C(CNC(=O)c1ccccc1)NC1(C(=O)NC2CCCC2)CCCCC1,0.5,i,1.3,4.7,2.25,-6.7,0.02,.,-0.507,i,-1.39,0.0,5.2,0.8,1396,-0.385,.,2.4%,1392
CC1CCN(C(=O)CSc2nnc(-c3ccc(S(=O)(=O)N4CCOCC4)cc3)n2C)CC1,-4.5,i,1.2,-8.1,-1.32,-1.1,0.29,734,1.78,i,1.31,4.2,2.3,8.6,1231,0.269,-1.1,19.8%,1119
Cc1ccc(NC(=O)N2CCN(C/C=C/c3ccccc3)CC2)cc1,4.0,i,1.5,-12.4,-1.6,-0.7,-0.05,683,1.73,i,2.53,-44.2,3.6,1.7,743,-0.0365,-1.3,-4.0%,1563
Cc1nc(C(=O)NNC(=O)c2c(-c3c(Cl)cccc3Cl)noc2C)cs1,-0.6,i,.,.,0.192,.,-0.33,674,0.388,.,-0.169,.,.,.,1283,-0.247,5.5,13.4%,1014
CN(Cc1cccs1)C(=O)Cc1c[nH]c2ccccc12,-0.4,i,1.8,-1.6,0.26,-0.2,0.69,646,-0.31,i,-0.461,23.6,4.1,7.8,1131,-0.244,-18.9,-6.1%,1466
CCc1nnc(NC(=O)CSc2nnc(-c3ccc(OC)cc3)n2C)s1,0.3,i,1.5,34.9,-0.364,7.2,0.82,691,0.374,i,0.237,3.4,2.7,1.2,1023,0.0594,-5.0,1.5%,1780
O=C(CSC1=Nc2ccccc2C2CC=NN12)Nc1ccc2c(c1)OCO2 (stereo not drawn),0.6,i,2.4,-8.5,0.709*,29.3,0.3,701,-1.82*,i,-3.65*,2.5,3.7,0.2,1011,1.21*,-5.7,-6.0%,1380
CC(=O)N1CCN(c2ccc(NC(=S)NC(=O)COc3ccc(C(C)(C)C)cc3)cc2)CC1,-0.8,i,2.7,9.1,0.0722,23.8,0.46,655,-0.348,i,-0.289,5.2,1.4,7.6,822,-0.188,7.5,68.1%*,1026
O=C(Nc1c(Cl)ccc2nsnc12)c1cccnc1,0.0,i,1.0,4.7,1.18,6.9,0.01,610,-0.38,i,-0.5,14.4,3.4,8.5,984,-0.248,-0.5,3.8%,1369
CCc1cccc(CC)c1-n1c(SCC(=O)N2CCc3ccccc3C2)nnc1-c1cccnc1,.,i,2.2,15.7,-0.0618,-0.2,0.2,612,-0.496,i,-0.34,3.9,2.2,5.3,.,-0.19,3.7,3.9%,1311
Cc1nc2sccn2c(=O)c1Cl,-1.0,i,1.8,-3.8,0.639,-8.8,-0.2,.,0.694,i,0.29,10.4,2.8,1.8,1345,-0.11,.,11.6%,1748
Cc1ccccc1N/C(SCc1ccc(Cl)cc1)=C(/C#N)C(=O)NCc1ccco1,0.4,i,1.2,-0.1,-2.36,0.3,-0.41,.,1.52,i,2.71,-3.1,3.0,1.0,753,-0.0762,.,10.3%,1218
CCSc1ccccc1C(=O)N=C1NC(=O)CC2C(=O)NCCN12 (stereo not drawn),-0.6,i,2.0,11.3,0.17,-11.5,0.32,637,0.115,i,-0.0904,21.0,1.8,6.8,1084,-0.328,-2.6,6.3%,1121
O=S(=O)(Cc1ccc(Cl)cc1)C1CCCCC1O (stereo not drawn),-0.5,i,.,.,0.461,.,0.04,667,0.293,.,-0.136,.,.,.,1320,-0.257,3.3,-2.3%,1047
c1ccc(C2CC(c3cccs3)=NN2c2ccccc2)cc1 (stereo not drawn),9.4,i,.,.,0.461,.,-0.75,628,-0.419,.,-0.748,.,.,.,987,-0.232,2.0,14.2%,1287
COc1ccc(NC(=O)CSc2nc(N)c(-c3ccccc3)c(=O)[nH]2)cc1,1.5,i,0.4,-1.4,-0.633,-1.7,0.8,738,0.998,i,0.447,30.0,1.5,8.3,1062,0.283,-1.1,-2.4%,958
CN(Cc1nc2ccc(F)cc2[nH]1)Cc1c(C(=O)N(C)C)nc2ccc(Cl)cn12,-1.3,i,1.7,-7.7,0.292,-7.3,0.2,695,0.205,i,-0.441,-2.7,2.7,4.8,1038,-0.228,6.1,4.0%,1444
CC(C)CC(NC(N)=O)C(=O)NCc1ccc(Cl)cc1 (stereo not drawn),-1.5,i,3.0,17.5,0.466,-1.4,0.18,694,-0.199,i,-0.722,-10.7,4.0,8.9,1135,-0.274,19.3,9.4%,1299
O=c1cc(CSc2nc(NCc3ccccc3)c3ccccc3n2)nc2ccc(Cl)cn12,1.6,i,5.6,-1.2,0.548,0.8,-0.47,640,0.138,i,0.138,-6.1,10.4,2.0,509,-0.249,-2.1,8.7%,1303
CC1=NOC(=O)/C1=C\c1ccc(-c2cc(Cl)ccc2Cl)o1,.,i,1.1,59.4,-0.224,54.2,-0.53,691,-0.253,i,-0.0177,-5.1,1.0,15.3,.,0.0122,-13.4,.,592
O=C(Oc1ccccc1C(=S)N1CCCCC1)c1cc([N+](=O)[O-])cc([N+](=O)[O-])c1,-2.8,i,2.6,15.2,0.932,5.9,0.73,732,-0.739,i,-0.2,-3.2,3.5,5.6,1188,-0.267,-20.7,5.5%,1153
CCc1cccc(CC)c1-n1c(SCC(=O)c2c(N)n(C)c(=O)n(C)c2=O)nnc1-c1cccnc1,-0.1,i,2.7,-12.6,0.509,-14.0,.,625,-0.397,i,-0.439,0.3,3.8,8.8,954,-0.318,1.8,-12.6%,.
